Screens from PubChem.
VIM-2 inh – blocks Pseudomonas aeruginosa VIM-2 metallo-beta-lactamase | purified VIM-2, nitrocefin hydrolysis, epi-absorbance fluorescence | inhibition, % at 5.6 µM | AID 1527 | 290,000 compounds, 0.89% hits;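 active means inhibition above the mean of all tested compounds plus 3 SD, cutoff set per screening run, cut at about 7.5% in these data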;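 further: red hydrolysis product quenches plate fluorescence so inhibitors raise well fluorescence; 0% = enzyme with DMSO and 100% = DMSO without enzyme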
GalR3 antagonist – blocks the human galanin receptor 3. O60755. HEK293 GalR3-CNG cAMP membrane potential fluorescence; galR3 body fused to GalR1 C-terminus. inhibition, % at 3 µM. 360,000 compounds, 0.44% hits;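 active means inhibition above the screen-wide average plus 3 SD, cut at about 13% in these data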;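 further: forskolin and galanin both at EC90 stimulate the cells; cAMP rise reported by CNG channel membrane potential dye signal; 0% = forskolin plus galanin with DMSO and 100% = forskolin alone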
IDE inh – cellular human IDE inhibition | P14735 | HEK cells, FAbetaB cleavage, fluorescence polarization | inhibition, % at 5.59 µM | 320,000 compounds, 0.41% hits | AID 434962;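 active means percent inhibition above the average of all tested compounds plus 3 SD, set per screening campaign, cut at about 16% in these data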;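 further: IDE supplied by intact live HEK cells; FP after avidin binding of uncleaved biotin substrate so inhibition keeps polarization high; 0% = DMSO wells and 100% = 60 µM reference IDE inhibitor Ii1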
p-CIP stab down – lowers stability of the mouse p/CIP coactivator protein. Q05BA5. decrease of EGFP signal, % at 10 µM. AID 1984. 290,000 compounds, 0.01% hits. F442A p/CIP-EGFP cells, EGFP fluorescence, 16 h;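 active means EGFP signal decrease of at least 30% at 10 µM or well 3 SD below plate mean, unless failing retest; inactive means the rest, including hits failing retest or dose response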; further: some compounds called inactive have numbers as strong as hits; many of its hits are not listed in these tables
UBC9 SUMO inh – SUMOylation inhibition; P63279; HTRF SUMOylation assay, SAE1/SAE2 + UBC9, in vitro; inhibition, % at 35 µM; 290,000 compounds, 0.36% hits; AID 2006; in the data active means inhibition above about 50%, passing the limit was not always enough; further: strong numbers were not always called active
IMP-1 inhibitor – inhibitors of Pseudomonas aeruginosa IMP-1 metallo-beta-lactamase | purified IMP-1, nitrocefin hydrolysis, epi-absorbance fluorescence | inhibition, % at 5.6 µM | 290,000 compounds, 0.45% hits;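 active means inhibition above the mean plus 3 SD of all compounds in the same screening run, cut at about 4.5% in these data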;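 further: 0% = IMP-1 with DMSO and 100% = DMSO wells lacking enzyme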
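Assay system: purified recombinant IMP-1 beta-lactamase. Input: IMP-1 0.2 nM before substrate addition. Buffer or medium: Zinc- and detergent-supplemented HEPES buffer, pH 7.1. Schedule: 25 °C, 15 min preincubation, 25 min reaction. Signal: Epi-absorbance fluorescence, 480 nm excitation, 530 nm emission. Evaluation: percent inhibition from optical density relative to buffer-blank wells.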
HCV NS3 hel inh – blocks Hepatitis C virus NS3 helicase unwinding; 290,000 compounds, 0.56% hits; inhibition, % at 10.9 µM; NS3 helicase DNA unwinding, Cy5 molecular beacon fluorescence; AID 1800;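 active means inhibition above the mean of all tested compounds plus 3 SD, set per campaign, cut at about 35% in these data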;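 further: 0% = DMSO wells and 100% = thioflavine S control wells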
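System: Hepatitis C virus NS3 helicase domain fragment enzyme | Reagent: Annealed dual-labelled DNA beacon duplex, ATP-started | Compound dosing: 10.9 µM single point, 0.8% DMSO | Incubation: 1 h reaction at 25 °C, ATP-initiated | Technique: Cy5 fluorescence | Evaluation: Percent inhibition from t60/t0 fluorescence ratio | Benchmarks: Low DMSO, high thioflavine S at 110 µM | Replication: Singlicate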
CRFR2-BP antag – CRF-BP/CRF-R2 complex antagonism; HEK293 CRF-R2/CRF-BP, CRF-induced calcium fluorescence; inhibition, % at 11.8 µM; 350,000 compounds, 0.59% hits; AID 588475;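 active means inhibition of the ligand-induced calcium signal above about 50% at the single tested concentration, limit read from the data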
IDE cell activ – activators of human insulin-degrading enzyme in cells; P14735; HEK cells, FAbeta-B cleavage, fluorescence polarization; 0% vehicle, 100% cell-free pure enzyme wells; activation, % at 5.96 µM; 340,000 compounds, 0.073% hits;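 active means activation above the mean of all tested compounds plus 3 SD, set per screening campaign, cut at about 17% in these data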
The depositor's hits bear a star; . = no result given; & = joins results of further samples.

entry	smiles	VIM-2 inh	GalR3 antagonist	IDE inh	p-CIP stab down	UBC9 SUMO inh	IMP-1 inhibitor	HCV NS3 hel inh	CRFR2-BP antag	IDE cell activ
1	CCCCCCCCc1ccc(O)cc1	.	0.9	0.3	.	.	.	.	17.5	-2.8
2	COc1ccc(C2C(C(=O)N3CCC4(CC3)OCCO4)CC(=O)N2c2ccc(OC)cc2)cc1 (configuration not stated)	0.4	.	-2.2	0.3	3.4	-3.1	0.8	0.6	-3.5
3	CCOC(C[n+]1c(-c2ccccc2)cc(C)cc1-c1ccccc1)OCC	.	-2.3	1.4	.	.	.	.	1.1	1.4
4	O=C(O)CP(=O)(O)c1ccc(Cl)cc1	-1.0	1.5	1.4	-11.7	4.3	-0.1	-2.3	4.4	-3.1
5	C[C@]12CCC(=O)C=C1CC[C@@H]1[C@@H]2C(=O)C[C@]2(C)C(=O)CC[C@@H]12	-2.2	.	3.5	-1.3	20.9	-2.3	-3.8	5.7	-5.4
6	CCCNS(=O)(=O)c1ccc(OCC(=O)N2CCN(Cc3ccccc3)CC2)cc1	-5.9	-9.9	-4.0	-11.9	13.7	1.0	-1.8	26.5	-2.7
7	CCn1cc(CN2CCCC(C(=O)c3cccc(OC)c3)C2)c(C)n1 (configuration not stated)	-0.6	-9.9	3.2	-3.3	26.1	-0.8	-1.0	12.4	5.9
8	COc1ccc(-c2nc3ccccc3c(=O)n2-c2cccnc2)cc1	-0.7	-2.7	-5.2	-3.7	2.0	-3.8	-8.1	-20.6	-2.4
9	COCCCN1CCN(c2nnc3n2-c2sc(Br)cc2C(c2ccccc2Cl)=NC3)CC1	-3.5	0.0	8.8	-15.4	18.1	8.3*	6.0	29.7	3.2
10	COCc1cc(OC(=O)N(C)C)nc(-c2ccccc2)n1	-4.9	-5.0	1.3	3.5	6.2	-1.5	-8.5	11.7	.
11	CN1C2CCC1CC(OC(=O)c1ccc(Cl)cc1)C2 (configuration not stated)	-0.5	-4.5	3.6	-15.0	2.5	-0.4	-10.0	0.5	1.4
12	C=CCn1c(O)c(/C(C)=N/N2CCCCC2)c(=O)[nH]c1=O	-1.1	1.2	3.6	0.8	12.2	-1.3	1.4	-11.7	4.9
13	CCn1c(=O)n(CC)c2cc([N+](=O)[O-])c(N3CCNCC3)cc21	-1.5	-5.6	-0.4	4.1	4.7	-2.2	21.6	5.9	4.6
14	O=C(c1ccco1)c1cn(Cc2ccccc2Cl)c2ccccc12	-4.1	-11.0	-1.6	6.0	-14.8	-4.7	9.8	23.6	4.8
15	CC(=Nc1c(C)n(C)n(-c2ccccc2)c1=O)c1c(O)n(Cc2ccccc2)c(=O)[nH]c1=O	-1.4	-3.8	-1.8	5.7	11.5	-2.9	5.1	2.1	0.4
16	Cc1cc(C)n2c(Br)c(CN3CC4CC(C3)c3cccc(=O)n3C4)nc2n1 (configuration not stated)	0.4	.	3.7	-7.8	24.7	-0.8	6.2	3.6	-5.4
17	CCC(=NCCC(c1ccccc1)c1ccccc1)c1c(O)n(C)c(=O)n(C)c1=O	-1.7	1.9	2.4	6.1	11.4	-4.1	-9.2	22.4	-0.5
18	CNC(=O)c1cccn(Cc2cccc(C(F)(F)F)c2)c1=O	-1.8	-4.3	-2.2	3.2	5.3	-2.5	-2.4	-11.1	-1.6
19	C[C@@H]1CC2(CCCC[N+]2(C)C)C[C@H]1C	-0.6	-7.4	8.8	-1.7	-7.9	-1.0	-1.1	2.6	-0.7
20	COc1ccc(-n2c(/C=C3/C(=O)Nc4ccccc43)nc3ccccc3c2=O)cc1	-1.8	-2.6	0.4	7.6	7.8	-3.5	-1.7	16.9	7.8
21	COc1cc(-c2ccc(N)c(OC)c2)ccc1N	.	4.5	-0.8	.	.	.	.	-9.6	7.6
22	COC(=O)C1=C(c2ccc(F)cc2OCc2ccccc2)C[C@@H]2CC[C@H]1N2C(=O)NCc1ccc(Cl)cc1	.	-7.7	-1.3	.	.	.	.	9.8	1.3
23	COC(=O)C1=C(c2ccc(OC)c(OC)c2)C[C@@H]2CC[C@H]1N2C(=O)N1CCC(O)CC1	.	-5.1	4.4	.	.	.	.	-2.8	0.8
24	Cc1ccccc1OCCN=Cc1c(O)n(C)c(=O)n(C)c1=O	-3.7	-3.1	7.7	0.1	-11.4	0.0	19.5	-12.3	-14.6
25	O=C(Cc1ccc(N(CCCl)CCCl)cc1)NC(Cc1ccc(Cl)cc1)C(=O)O (configuration not stated)	4.9	-6.9	-0.1	-10.6	22.8	-2.8	8.3	8.7	-3.8
26	COc1ccc(C(O)c2cc(OC)ccc2OP(=O)(N(C)C)N(C)C)cc1 (configuration not stated)	3.1	-10.3	0.6	-2.0	-0.4	-1.2	2.6	2.9	-2.2
27	Nc1ccccc1C(=O)OCC(=O)N1CCc2ccccc21	-1.2	-5.0	.	-3.2	5.5	3.4	2.6	18.2	2.5
28	O=C(/C=C/C=C/c1ccccc1)CC1(O)C(=O)Nc2ccccc21 (configuration not stated)	-1.6	-4.3	6.3	-8.7	-0.2	-3.6	-4.5	8.4	-3.2
29	Cc1cc(O)c(CN2CC=C(c3ccccc3)CC2)cc1C(C)C	0.1	-7.6	-1.2	3.2	-23.1	0.2	-44.1	-10.4	3.1
30	CN(C)CCN(CC1CCCN(Cc2ccccc2F)C1)C(=O)Cc1ccc(F)c(F)c1 (configuration not stated)	-2.5	-12.2	-2.3	-2.2	-5.0	-1.7	-18.8	0.9	-0.2
31	O=C1CCCC2=C1C(c1cccnc1)Nc1ccccc1N2 (configuration not stated)	-3.0	-2.4	4.1	2.1	20.9	-3.6	-0.9	-0.4	-6.6
32	CCCC(C)C1(CC)C(=O)NC(=Nc2ccccc2)NC1=O (configuration not stated)	-1.8	0.6	-1.1	-10.4	19.3	-2.8	-12.2	8.5	2.5
33	OC1(c2ccc(F)cc2)CC2CCC(C1)N2Cc1nnnn1C1CCCC1 (configuration not stated)	-5.6	1.0	5.2	-1.4	7.6	-5.1	-7.0	11.3	1.1
34	CCCC12CN3CC(CCC)(CN(C1)C3c1ccccn1)C2=O (configuration not stated)	1.7	-4.1	1.9	8.3	-0.7	-2.5	6.2	11.6	-3.7
35	COc1cc2c3c(c1OC)-c1cc(O)ccc1CC3NCC2 (configuration not stated)	0.8	-5.3	1.1	-10.2	32.4	-1.7	2.6	6.2	-1.9
36	COC(=O)[C@@H](c1ccccc1)C1CCCCN1 (some centres not stated)	.	-1.9	7.9	.	.	.	.	4.7	-0.6
37	Cc1nn(-c2ccccc2)c2c1CC1(C(=O)N(C)C(=O)N(C)C1=O)C1CCCCN21 (configuration not stated)	-2.9	3.4	-1.9	1.1	-2.4	-1.4	6.0	6.9	-1.1
38	c1ccc2c3c(ccc2c1)OCC1CONC31 (configuration not stated)	-5.3	-4.0	-2.3	3.2	6.6	-3.0	-0.9	14.0	.
39	CC1=CC(C)C(COC(N)=O)(COC(N)=O)C(C)C1 (configuration not stated)	-2.0	2.1	4.1	1.1	-0.5	-5.4	8.1	-9.9	7.4
40	COc1cccc(C(=O)C2CCCN(C3CCOCC3)C2)c1 (configuration not stated)	-0.1	-4.9	-0.4	-10.3	18.1	-1.3	1.0	1.8	4.4
41	Cc1ccccc1CN1CCN(Cc2ccccc2)CC1	-6.8	-2.7	-2.1	3.6	2.8	-2.0	4.8	-8.9	2.3
42	CN1C(=O)NC(=O)/C(=C\C=C\c2ccccc2[N+](=O)[O-])C1=O	-0.7	-2.3	0.3	-0.5	19.0	-2.7	-0.2	-15.5	.
43	COP(=O)(OC)C1(Nc2ccc(C)cc2)CCCCC1	-3.2	0.4	5.5	12.9	-13.0	-1.1	2.5	12.9	0.6
44	CN1CCN(c2nc3ccccc3c(=O)n2-c2ccccc2)CC1	1.3	-1.1	3.2	8.8	-3.7	-2.0	-12.2	10.8	-3.0
45	COc1ccc(C(C)=O)cc1CC(C(=O)c1ccccc1)N(C)C (configuration not stated)	0.9	-1.2	1.9	2.3	10.3	-0.4	-6.5	18.7	-2.5
46	CCOC(=O)c1c(C)n(Cc2ccco2)c2ccc(OC)cc12	-0.2	-4.5	3.7	-1.9	-3.2	-2.4	-8.3	4.0	6.1
47	CN(C)CCc1nc2ccccc2c(=O)n1-c1ccccc1	-3.1	.	0.6	-3.0	-7.5	-4.1	-5.4	.	.
48	CC(C)CC(N(C)C)C1(c2ccc(Cl)cc2)CCC1 (configuration not stated)	.	-5.2&-4.0	2.9&5.9	.	.	.	.	-1.6&-8.9	3.9&3.9
49	Cc1ccn2nc(S(=O)(=O)Nc3c(F)cccc3F)nc2n1	-3.1	-5.2	-3.3	-12.3	-5.9	-3.6	-3.9	5.2	2.7
50	CC(O)(CS(=O)(=O)c1ccc(F)cc1)C(=O)Nc1ccc(C#N)c(C(F)(F)F)c1 (configuration not stated)	-2.7	.	-4.1	-10.7	15.4	-1.3	-1.0	.	.
51	CNC(=S)N(C)CCc1cc2c(c(OC)c1/C=C1/C(=O)NC(=O)N(C)C1=O)OCO2	-3.0	-5.9	-0.6	-8.9	23.1	-3.4	1.6	-1.1	5.3
52	Cc1cc(/C=C2/C(=O)NC(=O)N(Cc3ccco3)C2=O)c(C)n1-c1ccc(C(=O)O)cc1	-1.4	2.0	-2.0	-14.6	10.6	-4.2	27.9	0.2	-6.6
53	O=C(c1ccccc1[N+](=O)[O-])N1CCC2(CC1)OCCO2	-0.9	-9.1	-5.3	-13.8	-2.9	-3.9	-3.2	20.6	3.0
54	O=c1[nH]c(O)c(/C=C2\C=Nc3ccc(OCc4ccccc4)cc32)c(=O)[nH]1	0.2	-9.7	-3.2	-10.0	.	-1.2	-2.5	-37.2	9.2

Only part of the results is shown; the hit share may differ from the screen's.
